Screening results (PubChem BioAssay)
VEEV TC-83 Vero – inhibitors of VEEV TC-83 cytopathic effect, confirmation, Vero cells (AID 588727). Vero cells, VEEV TC-83 cytopathic effect inhibition; higher % means a stronger effect. inhibition, % at 20 µM; hits with a dose series show IC50 in µM. 350,000 compounds, 0.13% hits; in the data active = a potency from the dose series; also: strong numbers were not always called active
* = called active by the depositor; i = inactive. An excerpt; count on the stated rates, not on these rows.

A first look, two compounds:
compound | VEEV TC-83 Vero
C[C@@H]1CN([C@@H](C)CO)C(=O)CCCn2nncc2CO[C@@H]1CN(C)C(=O)Nc1ccc(C(C)(C)C)cc1 | 2.0%
CCN(c1ccccc1)S(=O)(=O)c1ccc(C(=O)NC2CCCCC2)cc1 | 0.9%

The listing, from the first entry:
compound | VEEV TC-83 Vero
C[C@@H]1CN([C@@H](C)CO)C(=O)CCCn2nncc2CO[C@@H]1CN(C)C(=O)Nc1ccc(C(C)(C)C)cc1 | 2.0%
CCN(c1ccccc1)S(=O)(=O)c1ccc(C(=O)NC2CCCCC2)cc1 | 0.9%
COc1ccc(NC(=O)C[C@H]2C(=O)N(C3CCCCC3)C[C@@H]2CSC)cc1 | i
C[C@@H]1CN([C@@H](C)CO)C(=O)CCCn2nncc2CO[C@H]1CN(C)S(C)(=O)=O | 0.6%
Cc1ccc(C(=O)N(Cc2nnc(-c3ccccc3Cl)o2)C2CC2)o1 | 0.7%
Cc1oc(-c2ccccc2)nc1C(=O)OCC(=O)NCc1ccc(F)cc1 | i
COc1ccc(S(=O)(=O)N2Cc3ccccc3-n3nncc3C2)cc1 | i
Cc1csc(N=Cc2ccc([N+](=O)[O-])o2)n1 | 4.6%
C[C@H]1CN([C@@H](C)CO)S(=O)(=O)c2ccc(C#Cc3ccccn3)cc2O[C@@H]1CN(C)C(=O)C1CC1 | 6.3%
O=C1CC(=O)OC(c2ccc([N+](=O)[O-])cc2)O1 | 6.7%
C[C@H]1CN([C@@H](C)CO)C(=O)c2cc(Br)cnc2O[C@@H]1CN(C)C(=O)c1ccncc1 | 0.1%
CN(CC(=O)C(C(N)=O)c1ccccc1)c1ccccc1 (stereo not drawn) | 0.5%
CC(=O)OCCN1c2ccccc2Sc2cnccc21 | 0.7%
CCN(CC(=O)Nc1ccc(NC(C)=O)cc1)C(=O)c1ccc(Sc2nncn2C)c([N+](=O)[O-])c1 | i
Cc1cn([C@H]2C[C@H](O)[C@@H](CNCc3ccccc3)O2)c(=O)[nH]c1=O | 1.2%
C[C@@H]1CN([C@@H](C)CO)C(=O)CCCn2nncc2CO[C@H]1CN(C)S(=O)(=O)c1ccc2c(c1)OCCCO2 | 0.9%
O=C(CN1CCN(S(=O)(=O)c2ccc3c(c2)OCCCO3)CC1)N1CCc2ccccc21 | i
CCOC(=O)c1ccc(S(=O)(=O)N2CCC(N3CCCCCC3)CC2)cc1 | i
CCOC(=O)c1ccc(NC(=O)c2ncn3c2C(=O)NC[C@H]3C)cc1 | 6.9%
COc1ccc(OC(=O)N(C)C[C@@H]2OCc3ccccc3-c3c(n(C)c4ccccc34)C(=O)N([C@H](C)CO)C[C@@H]2C)cc1 | i
Cc1cc(Br)ccc1OCc1nnc(-c2ccccc2)o1 | 1.0%
O=C(COc1ccc(Cl)cc1Cl)NC1CC1 | 0.7%
CCCCN1C(=O)C(CC(=O)NCCCCc2ccccc2)CC(C(=O)N(C(C)C)C(C)C)=C1C (stereo not drawn) | 1.5%
CN1OC[C@@H]2CN[C@H](c3ccc(-c4ccc(C#N)cc4)cc3)C[C@@H]21 | i
N#CC1(NC(=O)COC(=O)Cc2c[nH]c3ccccc23)CCCCC1 | i
CCCCCCNC(=O)O[C@H]1C[C@H](C(=O)OC)[C@H](C(=O)OC)C2CN(S(=O)(=O)c3ccc(C)cc3)C[C@@]21O (stereo partly drawn) | i
CC(C)NC(=O)Nc1ccc2c(c1)C(=O)N([C@H](C)CO)C[C@H](C)[C@@H](CN(C)Cc1ccc(C(F)(F)F)cc1)OCCCC[C@@H](C)O2 | 5.6%
C[C@@H]1CN([C@H](C)CO)C(=O)c2cc(C#CC(C)(C)O)cnc2O[C@@H]1CN(C)C(=O)C1CC1 | i
Cc1nc(N)sc1-c1csc(Nc2cc(N(C)C)ccc2Cl)n1 | 3.5%
CCCCCC(=O)N1C[C@@H](n2cc(COC(=O)c3ccccc3)nn2)[C@H](O)C[C@@H]1c1ccc(Cl)cc1 | i
COc1ccccc1N1CCN(S(=O)(=O)CCNC(=O)C(C)Oc2ccccc2)CC1 (stereo not drawn) | 1.6%
CCN1CCCC1CNC(=O)c1ccc2c(c1)NC(=O)/C(=C\c1ccccc1Cl)S2 (stereo not drawn) | 3.4%
O=C(CCc1nc2sc3c(c2c(=O)[nH]1)CCCC3)NCCc1ccc(Cl)cc1 | i
COC(=O)[C@H]1C[C@@]2(O)CN(S(=O)(=O)c3ccc(C)cc3)C[C@@]2(OC(=O)Nc2cccs2)C[C@H]1C(=O)OC | 2.4%
Cc1ccc(S(=O)(=O)N(C)C[C@@H]2OCc3cnnn3CCCC(=O)N([C@H](C)CO)C[C@H]2C)cc1 | 1.0%
CCCc1cc(=O)n2[nH]c(C)c(-c3ccccc3OC)c2n1 | 1.3%
COc1ncnc2c1ncn2CCCN(CCCc1ccccc1)CCCn1cnc2c(OC)ncnc21 | i
CC1CN(S(=O)(=O)c2cccc(C(=O)N(C)C3CCCCC3)c2)CC(C)O1 (stereo not drawn) | i
CC(C)N1CCN(c2ccncc2S(=O)(=O)N2CCN(C)CC2)CC1 | 0.3%
Cc1cn([C@H]2C[C@H](O)[C@@H](CNC/C=C/c3ccccc3[N+](=O)[O-])O2)c(=O)[nH]c1=O | i
Cc1cc(C)c(NC2=NCCS2)cc1C | 0.3%
Cc1c(-c2ccc(OCCN3CCOCC3)cc2)c(=O)oc2ccc3ccccc3c12 | 2.7%
CCCNC(=O)C[C@@H]1C[C@@H]2c3cc(NS(=O)(=O)c4ccc(OC)cc4)ccc3O[C@@H]2[C@@H](CO)O1 | 5.3%
COc1ccc(S(=O)(=O)N(C)C[C@@H]2Oc3cc(C#CC4CCCCC4)ccc3S(=O)(=O)N([C@@H](C)CO)C[C@@H]2C)cc1 | i
CC(C)c1ccc(CN2CCC(n3nccc3NC(=O)C3CCCC3)CC2)cc1 | i
O=C(CN(CCO)Cc1ccccc1)N1CCN(S(=O)(=O)c2ccccc2)CC1 | i
Cc1ccc(OC(=O)N(C)C[C@@H]2OCc3cnnn3CCCC(=O)N([C@H](C)CO)C[C@H]2C)cc1 | i
CC1=C(C(=O)N2CCOCC2)CC(CC(=O)NCCN2CCOCC2)C(=O)N1Cc1ccc(C(C)(C)C)cc1 (stereo not drawn) | 3.2%
COCOCCn1cc(CN2CCS(=O)(=O)N(Cc3ccc(-c4ccc(Cl)cc4)cc3)C(C)C2=O)nn1 (stereo not drawn) | 1.2%
COc1ccc([C@H]2C[C@H](O)[C@@H](n3cc(COC(=O)c4ccccc4)nn3)CN2CC2CCCCC2)cc1 | i

Other results.
compound | VEEV TC-83 Vero
CCC(C(=O)N1CCN(Cc2ccc3c(c2)OCO3)CC1)n1nnc2ccccc2c1=O (stereo not drawn) | 5.1%
CCN1C(=O)CC(=O)N(CC)C1=S | 3.3%
C[C@@H]1CN([C@H](C)CO)C(=O)CCCn2cc(nn2)CO[C@H]1CN(C)S(=O)(=O)c1cccc(F)c1 | 2.3%
CCOc1ccccc1NC(=O)COC(=O)C1COc2ccccc2O1 (stereo not drawn) | 0.8%
COCCCN1C(=O)C(CC(=O)NCc2cccc3ccccc23)CC(C(=O)N(C)C)=C1C (stereo not drawn) | i
C[C@@H]1CN([C@H](C)CO)C(=O)CCCn2nncc2CO[C@H]1CN(C)Cc1ccccc1C(F)(F)F | i
CCc1nnc(NC(=O)CSc2nnc(CNC(=O)c3ccccc3)o2)s1 | 1.1%
Cc1noc(C)c1S(=O)(=O)N(C)C[C@H]1OCCCC[C@H](C)Oc2ccc(NC(=O)CCCN(C)C)cc2C(=O)N([C@H](C)CO)C[C@@H]1C | i
COc1ccccc1NC(=O)N(C)C[C@@H]1OCc2cnnn2CCCC(=O)N([C@H](C)CO)C[C@H]1C | 0.8%
O=C(OCC(=O)c1ccc[nH]1)c1ccc(S(=O)(=O)C(F)F)cc1 | i
COc1ccc(NC(=O)COC(=O)c2c(C)noc2C)cc1Cl | i
CC1(C)NC(=O)N(CCC(=O)Nc2ccc(C(C)(C)C)cc2)C1=O | i
O=C(CCCN1C(=O)/C(=C/c2ccc(F)cc2)SC1=S)Nc1ccc(C(=O)O)cc1 | 4.0%
Cc1cc(C(C)(C)C)cc(CN2CCN(S(=O)(=O)c3cccs3)CC2)c1O | 0.1%
COc1cc(C(=O)N2Cc3cc4ccccc4nc3C2C)cc(OC)c1OC (stereo not drawn) | 0.3%
CC(=O)Nc1ccc(C(=O)OCC(=O)NC(=O)NCc2ccccc2)cc1 | 0.1%
O=C(O)C(=Cc1ccc([N+](=O)[O-])cc1)CCc1ccccc1 | i
C[C@@H]1CN([C@@H](C)CO)C(=O)CCCn2nncc2CO[C@H]1CN(C)C(=O)Nc1ccc(F)cc1 | 1.1%
CNC[C@H]1Oc2cc(Br)ccc2S(=O)(=O)N([C@H](C)CO)C[C@H]1C | i
CCn1cc(/C=C(\NC(=O)c2ccccc2OC)C(=O)NCCN2CCOCC2)c2ccccc21 | 8.2%
CC(=O)c1cccc(NC(=O)c2cc(S(=O)(=O)N3CCCCC3)ccc2N2CCOCC2)c1 | 1.4%
O=C(Nc1ccc(OC(F)(F)F)cc1)c1cc(S(=O)(=O)N2CCCCC2)ccc1N1CCOCC1 | 0.9%
O=C(Nc1cccc(C(=O)O)c1)/C(=C\c1ccccc1)NC(=O)c1ccc(Br)o1 | 0.1%
COc1ccc(CSC(=S)NNc2ccccc2)cc1 | 3.4%
C[C@H](CO)N1C[C@H](C)[C@H](CN(C)C(=O)Nc2cccc(C(F)(F)F)c2)OCc2cnnn2CCCC1=O | 1.0%
COC(=O)c1c(-c2ccccc2)[nH]c(-c2nccc3ccccc23)c1C(=O)OC | 0.6%
Cc1ccc([C@H]2N[C@]3(CCCN(Cc4ccccc4)C3=O)[C@H]3C(=O)N(Cc4ccccc4)C(=O)[C@@H]23)cc1 | 0.6%
C=CCN1CCN(c2ccncc2S(=O)(=O)N2CCN(C)CC2)CC1 | i
C[C@H]1CN(c2ccc(Br)cc2)C(=O)[C@@H]1CC(=O)Nc1ccc(Br)cc1 | i
COc1ccc(S(=O)(=O)N(C)C[C@H]2OCCCC[C@@H](C)Oc3ccc(N(C)C)cc3C(=O)N([C@H](C)CO)C[C@@H]2C)cc1 | 1.2%
CC(C)CN1Cc2ccccc2-n2nncc2C1 | 2.6%
C#CCN(C[C@@H]1[C@@H](OC(=O)NC2CCCC2)[C@@H](OC(=O)NC2CCCC2)CN(C(=O)OC(C)C)N1C(=O)OC(C)C)S(=O)(=O)c1ccc(C)cc1 | i
O=C(Nc1ccc(C(=O)O)cc1)/C(=C\c1ccc([N+](=O)[O-])cc1)NC(=O)c1ccco1 | i
CN1C(=O)c2ccccc2CC12c1ccccc1C(=O)N2C (stereo not drawn) | 2.2%
Cc1ccccc1C(=O)NC1CC2CCCC(C1)N2Cc1ccccc1Cl (stereo not drawn) | i
COc1ccccc1-c1ccc2c(c1)O[C@@H](CN(C)C(=O)Nc1cccc(F)c1)[C@H](C)CN([C@H](C)CO)S2(=O)=O | 5.6%
C[C@@H]1CCCCO[C@@H](CN(C)Cc2ccc3c(c2)OCO3)[C@@H](C)CN([C@H](C)CO)C(=O)c2cc(N(C)C)ccc2O1 | i
O=C(COC(=O)Cc1ccc(Cl)cc1Cl)NCc1ccccc1 | i
S=C1SCN(Cc2ccccc2)CN1Cc1ccco1 | i
C[C@@H]1CN([C@@H](C)CO)C(=O)CCCn2nncc2CO[C@H]1CN(C)S(=O)(=O)c1ccccc1 | 5.8%
CC(=O)N1C[C@H]2CON(C)[C@H]2C[C@H]1c1cccc(-c2ccc(C#N)cc2)c1 | 0.6%
CCOC1(OCC)OC(c2ccccc2)=C(C#N)C(C=Cc2ccccc2)C1(OCC)OCC (stereo not drawn) | i
C(=Cc1nc2ccccc2o1)c1ccc2c(c1)OCO2 | 1.8%
Cc1ccccc1NC(=O)Cc1nc(COC(=O)Cc2cccc(C(F)(F)F)c2)cs1 | 6.2%
CCC(C)C(CO)NCCCn1ccc(NC(=O)OCc2ccccc2)nc1=O (stereo not drawn) | 0.4%
Cc1cc(NC(=O)Nc2cccc(Cl)c2)no1 | 1.5%
CCOC(=O)Cn1ccc2cc(S(=O)(=O)N3CCCC3)ccc21 | i
O=C(c1ccc([N+](=O)[O-])cc1Cl)N1CCN(Cc2ccccc2)CC1 | 0.5%
O=C(NCC(=O)N1CCC(Cc2ccccc2)CC1)c1ccccc1F | i
COc1ccc(OC(=O)N(C)C[C@@H]2OCc3cn(nn3)CCCC(=O)N([C@@H](C)CO)C[C@H]2C)cc1 | i

Single entries from the entries so far:
Result of Cc1ccccc1NC(=O)Cc1nc(COC(=O)Cc2cccc(C(F)(F)F)c2)cs1 under VEEV TC-83 Vero: 6.2%
Result of CC(=O)N1C[C@H]2CON(C)[C@H]2C[C@H]1c1cccc(-c2ccc(C#N)cc2)c1 under VEEV TC-83 Vero: 0.6%

(continued)
compound | VEEV TC-83 Vero
C=CCOc1cccc(C2C(C(=O)c3ccc(C)o3)=C(O)C(=O)N2CCN2CCOCC2)c1 (stereo not drawn) | 1.6%
CCOC(=O)c1ccc(NC(=O)c2ncn3c2C(=O)N[C@H](C)C3)cc1 | 1.8%
NC(=S)c1ccc(OCCCc2ccccc2)cc1 | i
CCN(CC)C(=O)C1=C(C)N(Cc2ccc(C(C)(C)C)cc2)C(=O)C(CC(=O)NC2CCCCC2)C1 (stereo not drawn) | 1.5%

At a glance, some entries already given:
compound | VEEV TC-83 Vero
O=C(c1ccc([N+](=O)[O-])cc1Cl)N1CCN(Cc2ccccc2)CC1 | 0.5%
O=C(NCC(=O)N1CCC(Cc2ccccc2)CC1)c1ccccc1F | i
COc1ccc(OC(=O)N(C)C[C@@H]2OCc3cn(nn3)CCCC(=O)N([C@@H](C)CO)C[C@H]2C)cc1 | i
C=CCOc1cccc(C2C(C(=O)c3ccc(C)o3)=C(O)C(=O)N2CCN2CCOCC2)c1 (stereo not drawn) | 1.6%
CCOC(=O)c1ccc(NC(=O)c2ncn3c2C(=O)N[C@H](C)C3)cc1 | 1.8%
NC(=S)c1ccc(OCCCc2ccccc2)cc1 | i
CCN(CC)C(=O)C1=C(C)N(Cc2ccc(C(C)(C)C)cc2)C(=O)C(CC(=O)NC2CCCCC2)C1 (stereo not drawn) | 1.5%
